West Nile antiviral: West Nile virus antiviral activity, cell-based, CPE readout (AID 1621). West Nile virus-infected cells, CPE inhibition; higher % means a stronger effect. CPE inhibition, % at 10 µM; hits with a dose series show IC50 in µM. 290,000 compounds, 0.02% hits; in the data active = a potency from the dose series; also: strong numbers were not always called active
MgcRacGAP inhibition: MgcRacGAP GTPase-activating activity inhibitors, confirmation, biochemical, ADP Hunter fluorescence. MgcRacGAP-stimulated Rac1 GTP hydrolysis, ADP Hunter fluorescence; higher % means a stronger effect; GST-tagged Rac1 F28L mutant substrate. inhibition, % at 30 µM; hits with a dose series show IC50 in µM. Rac GTPase-activating protein 1 (Homo sapiens). AID 624330, 2012. 340,000 compounds, 0.6% hits;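 active = first-screen hits whose inhibition reached a set limit at any dose in the follow-up dose series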;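 also: fluorescence reports GDP produced by GAP-driven GTP hydrolysis; strong numbers were not always called active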
RSV antiviral HEp-2: RSV antiviral activity via CPE protection, HEp-2 cells, primary 10 µM value included (AID 2391) | HEp-2 cells, RSV-induced CPE inhibition; higher % means a stronger effect | one-dose CPE inhibition, % at 10 µM; IC50 in µM for titrated hits | 310,000 compounds, 0.13% hits; in the data active = a potency from the dose series; also: strong numbers were not always called active
Dengue-2 NS5 capping: Dengue-2 NS5 methyltransferase inhibitors, primary screen, biochemical, confirmation dose response (AID 588689) | 340,000 compounds, 0.3% hits | Dengue-2 NS5 methyltransferase capping enzyme assay, biochemical; higher % means a stronger effect | inhibition, % at 25 µM, or IC50 in µM where a hit was titrated | Genome polyprotein (Dengue virus type 2 (strain 16681-PDK53)); in the data active = a potency from the dose series
Large T inhibition: SV40 large T antigen inhibitors, biochemical (AID 1903). inhibition, % at 20 µM, or IC50 in µM where a hit was titrated. 310,000 compounds, 0.39% hits. SV40 large T antigen ATPase/helicase inhibition assay; higher % means a stronger effect; in the data active = a potency from the dose series; also: strong numbers were not always called active
AID2073: inhibitors of Mint1-CaV2.2 protein interaction, biochemical, HTRF (AID 2073); Voltage-dependent N-type calcium channel subunit alpha-1B (Homo sapiens); HTRF protein-protein interaction, Mint1-CaV2.2; higher % means a stronger effect; inhibition, % at 20 µM, or IC50 in µM where a hit was titrated; 290,000 compounds, 0.19% hits; in the data active = inhibition mostly above about 51%, no sharp cut-off; also: some results filed as inactive read as strong as hits
Siah-1 displacement: Siah-1 peptide-binding antagonists, primary screen, biochemical, fluorescence polarization, rhodamine-plectin, uHTS (AID 1817). E3 ubiquitin-protein ligase SIAH1 (Homo sapiens). Siah-1 / rhodamine-plectin peptide fluorescence polarization; higher % means a stronger effect. displacement, % at 20 µM; hits with a dose series show IC50 in µM. 290,000 compounds, 0.02% hits;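 active = displacement of at least 50% at 20 µM, with a fluorescence ratio check between 0.3 and a set limit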;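 also: plate controls were Siah plus tracer with DMSO for no effect and tracer alone without Siah for full effect; strong numbers were not always called active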
UTI89 phage lysis: inhibition of K1F phage lysis, E. coli UTI89, bacterial capsule biogenesis inhibitors, alamar blue (AID 488966); E. coli UTI89 K1F phage lysis, alamar blue, 2 h; higher % means a stronger effect; inhibition, % at 100 µM; hits with a dose series show IC50 in µM; 340,000 compounds, 0.02% hits;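 active = phage lysis inhibition, versus mean bacterial control, above a set limit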;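 also: capsule biogenesis inhibitors block K1F phage lysis so surviving cells raise fluorescence; higher fluorescence means more inhibition of phage lysis; actives were called in the ten point dose series up to 300 µM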
NTR1 ag: agonists of NTR1, primary screen, imaging, U2OS cells, beta-arrestin-GFP, high content (AID 493036); NTR1-U2OS beta-arrestin-GFP spot imaging, agonist mode; Neurotensin receptor type 1 (Homo sapiens), P30989; 330,000 compounds, 0.17% hits; activation, % at 20 µM;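 active = activation at or above 40% of the spot to cytoplasm intensity ratio, with at least 20 cells analyzed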;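 also: 0% = DMSO without peptide and 100% = 100 nM NTR1 peptide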
Target sequence (P30989 whole entry, looked up): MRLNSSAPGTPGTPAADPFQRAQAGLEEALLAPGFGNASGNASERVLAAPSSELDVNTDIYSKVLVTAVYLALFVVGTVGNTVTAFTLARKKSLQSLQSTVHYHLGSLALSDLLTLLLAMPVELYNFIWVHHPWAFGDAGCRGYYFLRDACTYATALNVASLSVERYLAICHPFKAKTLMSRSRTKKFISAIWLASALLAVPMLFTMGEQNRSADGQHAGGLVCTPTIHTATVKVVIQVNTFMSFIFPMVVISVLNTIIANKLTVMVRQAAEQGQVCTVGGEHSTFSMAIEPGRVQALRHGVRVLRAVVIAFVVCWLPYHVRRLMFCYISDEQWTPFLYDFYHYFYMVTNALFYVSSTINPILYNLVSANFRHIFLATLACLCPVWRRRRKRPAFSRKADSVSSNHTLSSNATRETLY
NTR1 ag cell count 20 µM: further read-out of NTR1 ag, marked with its call; cell count; measured here: cell count, cytotoxicity flag
* hit, by the source's call; [ ] = remark or other dose. Not a hit list; about 1.6% have a hit in one of these screens.

Screening O=C(NNC(=O)c1cccc2ccccc12)c1ccco1 returned West Nile antiviral 0.2%, MgcRacGAP inhibition 4%, RSV antiviral HEp-2 1.2%, Dengue-2 NS5 capping 2%, Large T inhibition 4%, AID2073 2%, Siah-1 displacement -1%, UTI89 phage lysis 0.5%, NTR1 ag -0.2 and NTR1 ag cell count 20 µM 90.
For CC1CCCC(NC(=O)c2cc(-c3ccncc3)nc3ccccc23)C1C (stereo not drawn) the results were MgcRacGAP inhibition 3%, Dengue-2 NS5 capping -2%, UTI89 phage lysis 0.7%[50 µM], NTR1 ag -0.7 and NTR1 ag cell count 20 µM 65.
Screening O=C(CN1CCCC1)Nc1ccc2c(c1)CCC2 returned West Nile antiviral 0.0%, MgcRacGAP inhibition 19%, RSV antiviral HEp-2 0.1%, Dengue-2 NS5 capping -4%, Large T inhibition 13%, AID2073 0%, Siah-1 displacement -3%, UTI89 phage lysis 0.0%, NTR1 ag 1.4 and NTR1 ag cell count 20 µM 56.
Screening Cc1cccc(C)c1NC(=O)CC(NCCc1ccccc1)C(=O)O (stereo not drawn) returned West Nile antiviral 0.7%, MgcRacGAP inhibition 8%, RSV antiviral HEp-2 -0.2%, Dengue-2 NS5 capping -4%, Large T inhibition 6%, AID2073 8%, Siah-1 displacement 1%, UTI89 phage lysis 0.3%, NTR1 ag -0.2 and NTR1 ag cell count 20 µM 37.
CSCCC(NC(N)=O)C(=O)NCc1cccc(Cl)c1 (stereo not drawn) was read as MgcRacGAP inhibition 2%, RSV antiviral HEp-2 1.7%, Dengue-2 NS5 capping -4%, Large T inhibition 14%, AID2073 1%, Siah-1 displacement 2%, UTI89 phage lysis 4.0%, NTR1 ag 1.8 and NTR1 ag cell count 20 µM 42.
Screening COc1ccc(OCCC(=O)NCc2ccccc2)cc1 returned West Nile antiviral 0.4%, MgcRacGAP inhibition 6%, RSV antiviral HEp-2 0.1%, Dengue-2 NS5 capping -2%, Large T inhibition 13%, AID2073 0%, Siah-1 displacement 2%, UTI89 phage lysis 0.0%, NTR1 ag -1.3 and NTR1 ag cell count 20 µM 82.
`COc1ccc(CNC(=O)C(=O)NCc2ccncc2)cc1` gave West Nile antiviral 0.3%, MgcRacGAP inhibition 6%, RSV antiviral HEp-2 1.0%, Dengue-2 NS5 capping -9%, Large T inhibition 10%, AID2073 -8%, Siah-1 displacement 2%, UTI89 phage lysis 0.0%, NTR1 ag -1.0 and NTR1 ag cell count 20 µM 92.
Screening COCCNC(=O)c1c(N)n(CCCn2ccnc2)c2nc3ccccc3nc12 returned West Nile antiviral 0.0%, MgcRacGAP inhibition -4%, RSV antiviral HEp-2 0.6%, Dengue-2 NS5 capping -10%, Large T inhibition -15%, AID2073 28%, Siah-1 displacement 0%, UTI89 phage lysis -0.3%, NTR1 ag -1.2 and NTR1 ag cell count 20 µM 94.
O=C(Cn1ncc2c(=O)oc3ccccc3c21)NCCC1=CCCCC1 was read as West Nile antiviral 0.1%, MgcRacGAP inhibition 7%, RSV antiviral HEp-2 -0.5%, Dengue-2 NS5 capping -7%, Large T inhibition 3%, AID2073 -8%, Siah-1 displacement -6%, UTI89 phage lysis 1.7%, NTR1 ag 0.7 and NTR1 ag cell count 20 µM 89.
`COc1ccc(-c2nc(CS(=O)CC(=O)NCCc3ccc(OC)c(OC)c3)c(C)o2)cc1` (stereo not drawn) gave West Nile antiviral -0.3%, MgcRacGAP inhibition 5%, RSV antiviral HEp-2 0.3%, Dengue-2 NS5 capping -2%, Large T inhibition 9%, AID2073 -9%, Siah-1 displacement -8%, UTI89 phage lysis 0.0%, NTR1 ag -0.5 and NTR1 ag cell count 20 µM 63.
`Cc1nc(C(=O)NC(C)C)nn1-c1cc(Cl)cc(Cl)c1` gave West Nile antiviral -0.9%, MgcRacGAP inhibition 10%, RSV antiviral HEp-2 0.7%, Dengue-2 NS5 capping -5%, Large T inhibition 8%, AID2073 -5%, Siah-1 displacement 0%, UTI89 phage lysis 0.0%, NTR1 ag 0.8 and NTR1 ag cell count 20 µM 38.
CC(C)COn1c(=S)[nH]c2ccccc2c1=O was read as West Nile antiviral 0.0%, MgcRacGAP inhibition 8%, RSV antiviral HEp-2 0.3%, Dengue-2 NS5 capping -6%, Large T inhibition 7%, AID2073 -38%, Siah-1 displacement 2%, UTI89 phage lysis 0.3%, NTR1 ag -3.6 and NTR1 ag cell count 20 µM 92.
Screening CC(=O)Nc1cccc(Oc2nc(C(F)(F)F)nc3ccccc23)c1 returned West Nile antiviral -0.4%, MgcRacGAP inhibition 6%, RSV antiviral HEp-2 1.3%, Dengue-2 NS5 capping -9%, Large T inhibition 2%, AID2073 -1%, Siah-1 displacement -1%, UTI89 phage lysis 0.2%, NTR1 ag 0.2 and NTR1 ag cell count 20 µM 49.
For COC(=O)C(NS(=O)(=O)c1ccc(N2CCCC2=O)cc1)c1ccccc1 (stereo not drawn) the results were West Nile antiviral -0.2%, MgcRacGAP inhibition 11%, RSV antiviral HEp-2 1.9%, Dengue-2 NS5 capping -5%, Large T inhibition 24%, AID2073 2%, Siah-1 displacement 1%, UTI89 phage lysis 1.2%[50 µM], NTR1 ag 0.5 and NTR1 ag cell count 20 µM 72.
`O=C(COC(=O)COc1ccccc1F)NC1CC1` gave MgcRacGAP inhibition 3%, Dengue-2 NS5 capping -4%, UTI89 phage lysis 0.7%[50 µM], NTR1 ag -1.1 and NTR1 ag cell count 20 µM 30.

Sorted by molecular weight (ascending): 3 of the compounds above
`O=C(COC(=O)COc1ccccc1F)NC1CC1` gave MgcRacGAP inhibition 3%, Dengue-2 NS5 capping -4%, UTI89 phage lysis 0.7%[50 µM], NTR1 ag -1.1 and NTR1 ag cell count 20 µM 30.
Screening O=C(NNC(=O)c1cccc2ccccc12)c1ccco1 returned West Nile antiviral 0.2%, MgcRacGAP inhibition 4%, RSV antiviral HEp-2 1.2%, Dengue-2 NS5 capping 2%, Large T inhibition 4%, AID2073 2%, Siah-1 displacement -1%, UTI89 phage lysis 0.5%, NTR1 ag -0.2 and NTR1 ag cell count 20 µM 90.
For COC(=O)C(NS(=O)(=O)c1ccc(N2CCCC2=O)cc1)c1ccccc1 (stereo not drawn) the results were West Nile antiviral -0.2%, MgcRacGAP inhibition 11%, RSV antiviral HEp-2 1.9%, Dengue-2 NS5 capping -5%, Large T inhibition 24%, AID2073 2%, Siah-1 displacement 1%, UTI89 phage lysis 1.2%[50 µM], NTR1 ag 0.5 and NTR1 ag cell count 20 µM 72.

The list goes on:
Screening COc1ccc(-n2c(C)nn(CCOc3ccccc3)c2=O)cc1 returned West Nile antiviral 0.2%, MgcRacGAP inhibition 1%, RSV antiviral HEp-2 -0.1%, Dengue-2 NS5 capping 2%, Large T inhibition -1%, AID2073 12%, Siah-1 displacement 0%, UTI89 phage lysis 0.0%, NTR1 ag 2.8 and NTR1 ag cell count 20 µM 67.
O=C(COC(=O)CSCC(=O)N1CCCCC1)Nc1ccc(Cl)cc1 was read as West Nile antiviral 0.1%, MgcRacGAP inhibition 8%, RSV antiviral HEp-2 -1.5%, Dengue-2 NS5 capping -5%, Large T inhibition 9%, AID2073 1%, Siah-1 displacement 6%, UTI89 phage lysis 0.1%, NTR1 ag 0.4 and NTR1 ag cell count 20 µM 71.
For CCCCC(=O)Nc1ccc(C(=O)NNC(=S)NC(=O)c2ccccc2[N+](=O)[O-])cc1 the results were West Nile antiviral 0.5%, MgcRacGAP inhibition 6%, RSV antiviral HEp-2 2.9%, Dengue-2 NS5 capping 9%, Large T inhibition 12%, AID2073 4%, Siah-1 displacement -13%, UTI89 phage lysis 0.1%, NTR1 ag -0.7 and NTR1 ag cell count 20 µM 57.
Cc1ccc(C(=O)NCC(=O)Nc2ccc3c(c2)CCC3)cc1C was read as MgcRacGAP inhibition -4%, Dengue-2 NS5 capping -12%, UTI89 phage lysis 2.0%[50 µM], NTR1 ag 0.3 and NTR1 ag cell count 20 µM 53.
`O=C(NNc1cc(Cl)ccc1Cl)C1CCC1` gave West Nile antiviral 0.1%, MgcRacGAP inhibition 9%, RSV antiviral HEp-2 0.5%, Dengue-2 NS5 capping -8%, Large T inhibition 3%, AID2073 5%, Siah-1 displacement -1%, UTI89 phage lysis -0.1%, NTR1 ag -1.0 and NTR1 ag cell count 20 µM 51.
Cc1ccc(C(=O)NCCc2csc(C)n2)cc1 was read as West Nile antiviral -0.1%, MgcRacGAP inhibition 7%, RSV antiviral HEp-2 2.3%, Dengue-2 NS5 capping 1%, Large T inhibition 6%, AID2073 4%, Siah-1 displacement -2%, UTI89 phage lysis -0.1%, NTR1 ag 0.6 and NTR1 ag cell count 20 µM 86.
CNC[C@H]1Oc2c(NS(=O)(=O)c3cccs3)cccc2C(=O)N([C@H](C)CO)C[C@@H]1C was read as MgcRacGAP inhibition 6%, Dengue-2 NS5 capping -4%, UTI89 phage lysis -0.6%, NTR1 ag -0.1 and NTR1 ag cell count 20 µM 63.
CC(c1ccccc1)C1CC(=O)N(CC(=O)O)C1=O (stereo not drawn) was read as West Nile antiviral 0.1%, MgcRacGAP inhibition 5%, RSV antiviral HEp-2 3.5%, Dengue-2 NS5 capping 0%, Large T inhibition 1%, AID2073 3%, Siah-1 displacement 2%, UTI89 phage lysis 4.7%, NTR1 ag -0.2 and NTR1 ag cell count 20 µM 42.
COc1cccc(NC(=O)CN(C)C(=O)CNC(=O)c2ccc(Oc3ccccc3)cc2)c1 was read as MgcRacGAP inhibition -11%, RSV antiviral HEp-2 9.1%, Dengue-2 NS5 capping 5%, Large T inhibition 12%, UTI89 phage lysis 0.1%[50 µM], NTR1 ag -0.4 and NTR1 ag cell count 20 µM 67.
`COC(=O)c1cc(C#N)c(NCc2ccccc2)nc1C` gave West Nile antiviral -0.2%, MgcRacGAP inhibition 5%, RSV antiviral HEp-2 0.6%, Dengue-2 NS5 capping -8%, Large T inhibition -3%, AID2073 -6%, Siah-1 displacement -7%, UTI89 phage lysis 1.1%, NTR1 ag 0.9 and NTR1 ag cell count 20 µM 53.
COc1cccc2c1OCC/C2=N\NC(=O)COc1ccccc1C was read as West Nile antiviral -0.2%, MgcRacGAP inhibition -6%, RSV antiviral HEp-2 1.1%, Dengue-2 NS5 capping -1%, Large T inhibition 8%, AID2073 5%, Siah-1 displacement 11%, UTI89 phage lysis 7.8%, NTR1 ag 1.3 and NTR1 ag cell count 20 µM 45.
`O=C(NCc1ccccn1)C(=O)NCC(c1ccco1)N1CCN(c2ccc(F)cc2)CC1` (stereo not drawn) gave West Nile antiviral -0.8%, MgcRacGAP inhibition 8%, RSV antiviral HEp-2 1.0%, Dengue-2 NS5 capping 1%, Large T inhibition 10%, AID2073 -6%, Siah-1 displacement 0%, UTI89 phage lysis 2.4%[50 µM], NTR1 ag 0.3 and NTR1 ag cell count 20 µM 71.
COc1cc(CNCc2ccc(C(=O)O)cc2)ccc1OCc1ccc(F)cc1 was read as West Nile antiviral -0.3%, MgcRacGAP inhibition 3%, RSV antiviral HEp-2 0.4%, Dengue-2 NS5 capping -6%, Large T inhibition 15%, AID2073 9%, Siah-1 displacement 6%, UTI89 phage lysis 0.1%, NTR1 ag -0.3 and NTR1 ag cell count 20 µM 105.
